Source: PubChem
mcGAS inh: blocks mouse cGAS activity; Q8C6L5; recombinant cGAS, Kinase-Glo ATP depletion luminescence; inhibition, % at 12.5 µM; hit rate 0.15% among 160,000;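 further: 0% = negative control wells and 100% = reference inhibitor with no enzyme activity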
NPYLR7 ag: activates Aedes aegypti NPYLR7 receptor | HEK293T NPYLR7/Galpha15, GCaMP6s calcium fluorescence | activation, % at 10 µM | hit rate 0.15% among 270,000 | AID 1259423; in the data active means activation above about 40%;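 further: 0% = vehicle and 100% = reference agonist at the receptor; some compounds past the cut are filed as inactive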
hcGAS inh: blocks human cGAS activity; inhibition, % at 12.5 µM; recombinant h-cGAS, ATP depletion, Kinase-Glo luminescence; AID 1259398; hit rate 0.081% among 290,000; Q8N884;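 further: 0% = vehicle reaction and 100% = reaction without DNA for no activity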
Target sequence (Q8N884 whole entry, looked up): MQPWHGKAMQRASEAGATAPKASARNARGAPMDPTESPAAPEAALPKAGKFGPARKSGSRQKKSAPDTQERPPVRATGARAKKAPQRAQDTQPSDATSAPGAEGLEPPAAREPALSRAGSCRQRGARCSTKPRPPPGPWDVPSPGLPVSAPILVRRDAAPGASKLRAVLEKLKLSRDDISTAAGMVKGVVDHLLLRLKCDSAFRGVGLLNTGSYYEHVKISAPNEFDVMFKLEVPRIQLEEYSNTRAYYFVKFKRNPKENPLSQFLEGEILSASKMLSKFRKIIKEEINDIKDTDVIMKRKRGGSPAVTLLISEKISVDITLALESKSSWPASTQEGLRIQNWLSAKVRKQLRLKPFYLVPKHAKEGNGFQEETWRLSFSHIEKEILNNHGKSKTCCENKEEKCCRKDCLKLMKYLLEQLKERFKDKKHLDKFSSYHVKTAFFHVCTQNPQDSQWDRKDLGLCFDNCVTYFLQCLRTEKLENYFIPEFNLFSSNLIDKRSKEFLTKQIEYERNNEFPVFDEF
* hit, by the source's call; nt = not tested or not shown; & = joins results of further samples. Unless noted, no stated cut-off is given here; in the data, active means inhibition above about 40%; inactive means the rest.

The line under a structure holds: mcGAS inh | NPYLR7 ag | hcGAS inh
1	CCCCOC(=O)C1=C(C)N(C)C(=O)NC1c1ccc([N+](=O)[O-])cc1 (stereo not given)
    nt | 4 | -1
2	O=C(NCC1CCCN(Cc2ccc3nsnc3c2)C1)c1cccs1 (stereo not given)
    nt | 6&-6 | -9&-2
3	COc1ccc(CCN2CC(NC(=O)c3oc(C)cc3C)CC2=O)cc1 (stereo not given)
    nt | 17 | -6
4	Nc1nnc(SCc2ccc(CC(=O)O)cc2)s1
    nt | -12 | 5
5	Cc1sc(-c2cnccn2)nc1-c1cccc(Cl)c1
    nt | -3 | -2
6	CC(=O)Nc1cnc(-c2ccccc2C(C)=O)cn1
    nt | 1 | -4
7	CCn1c(SCC(=O)N2CCCc3ccccc32)nnc1C1CC1
    -9 | 1 | -7
8	COC(=O)[C@H]1C[C@@H](O)CCN1S(=O)(=O)Cc1ccccc1Cl
    -12 | 17 | -8
9	COc1ccc2cc(C(=O)N3CCC(C(=O)N(C)C)CC3)ccc2c1
    nt | 9 | -8
10	O=c1ccn(Cc2nc(-c3ccc(Br)o3)no2)c(=O)[nH]1
    -11 | 0 | -2
11	CC(C)Oc1cccc(C(=O)C2CCCN(S(=O)(=O)c3cccc4cccnc34)C2)c1 (stereo not given)
    nt | 6 | -8
12	Cc1[nH]c(=O)sc1C(=O)NCc1cccc([N+](=O)[O-])c1
    nt | 10 | -6
13	COC(=O)c1c(C)oc2cc(Br)c(OS(C)(=O)=O)cc12
    -1 | -4 | -1
14	Cc1[nH]c2ccc(CNC(=O)c3ccc(=O)[nH]c3)cc2c1C
    -8 | nt | 0
15	O=C(N=C1N=C2C=CC(Br)=CN2Cc2ccccc21)c1ccccn1
    nt | -14 | -12
16	Cc1nn(C(C)C)c(C)c1S(=O)(=O)N1c2ccccc2SCC1C (stereo not given)
    nt | 6 | -6
17	CC1CCN(CC2CCCN(C(=O)c3cnccn3)CC2)CC1 (stereo not given)
    -3 | nt | 1
18	Cc1cc(C)n(-c2ccc(N3CC4CN5CCCCC5C4C3)nc2)n1 (stereo not given)
    nt | 7 | -7
19	CC/C=C(\C)CN1CCN(C(=O)c2ccccc2)CC1
    -25 | 4 | -5
20	Cc1ccccc1-n1ncc2c(C)n[nH]c(=O)c21
    nt | -4 | -2
21	COc1cc2c(cc1OC)CN(c1cc(C(=O)NCc3cccc(Cl)c3)c3ccccc3n1)CC2
    -6 | 5 | -4
22	COC1CCN(S(=O)(=O)N2CCCC2c2ccc(F)cc2)CC1 (stereo not given)
    nt | -1 | 2
23	CC1C(=O)N(C)CCN1C(=O)Cc1cn(C)c2ccccc12 (stereo not given)
    nt | 1 | 2
24	Cc1ccc2oc(CN(Cc3ccncc3)C(=O)c3ccc(-c4ccccc4)cc3)nc2c1
    0 | 4 | 2
25	CCOc1ccc(NC(=O)NCC2COc3ccccc3O2)cc1 (stereo not given)
    -2 | -3 | -3
26	Cc1noc(C)c1C(=O)NC1CCN(CCc2ccccc2)CC1
    nt | 4 | -13
27	COCc1ccc(C(=O)NCc2c(C)ncc3c2CCN(C(=O)c2ccc(OC)c(F)c2)C3)o1
    -10 | 2 | -4
28	O=c1c2ccccc2n(Cc2nc(-c3ccccc3Cl)no2)c(=O)n1CCc1ccccc1
    1 | -7 | 4
29	S=c1nn[nH]n1-c1ccc(Cl)cc1
    0 | 6 | 1
30	COC(=O)C1CCCC2=C(C)C(=O)CCC21C(=O)OC (stereo not given)
    nt | -6 | -8
31	O=C1C(=Cc2cccs2)CCC1=Cc1cccs1
    nt | -11 | -7
32	COc1ccc(OCC(O)CN(Cc2ccccc2)Cc2ccc(C)s2)cc1 (stereo not given)
    -5 | 22 | -5
33	CCC(NCC(C)C)c1ccccc1 (stereo not given)
    nt | 2 | 3
34	Cc1nc(SCC(=O)N(C)c2ccccc2)c2c(C)c(C)sc2n1
    -1 | -3 | -3
35	CCCN(CC1CCCO1)C(=O)c1cc(COc2ccc3sc(C)nc3c2)on1 (stereo not given)
    nt | 4 | -9
36	Nc1nc(OCc2ccccc2)c2[nH]cnc2n1
    -2 | 6 | -2
37	CN(Cc1cc(-c2cccs2)n[nH]1)C(=O)c1cnn2ccn(C)c12
    -19 | 9 | -3
38	CC(C)(C)c1cc(NC(=O)c2ccc(F)c(F)c2)n(-c2ccc(Br)cc2)n1
    -9 | 11 | -16
39	Cc1cccc(Oc2cnn(-c3ccccc3Cl)c(=O)c2Nc2cccc(C(=O)N3CCCC3)c2)c1
    -11 | -7 | -8
40	CS(=O)(=O)N(CC(F)(F)F)C1CCN(C2C=CCCC2)CC1 (stereo not given)
    nt | 4 | -17
41	CSc1nc(N2CCOCC2)c2cnn(CCNC(=O)Cc3ccc(F)cc3)c2n1
    0 | 1 | 15
42	Cc1c(Cl)cccc1N1CN(C(=O)CN(Cc2ccccc2)C(=O)CC(C)CC(C)(C)C)CC1=O (stereo not given)
    -4 | 20 | -2
43	OCC#Cc1ccc(CN2CCc3onc(-c4ccc(Cl)cc4)c3C2)cc1
    -9 | 23 | -1
44	C[C@H]1C(=O)N(C)CCN1C(=O)c1ccc2nc(Cc3cccc(Cl)c3)oc2c1
    nt | 11 | -8
45	CCS(=O)(=O)NCCc1csc(-c2ccccc2)n1
    nt | -3 | -9
46	Cc1cccc(CN2C(=O)C3(c4ccccc42)N(c2ccc(F)c(F)c2)C(=O)CS3(=O)=O)c1 (stereo not given)
    -9 | 8 | -4
47	COc1ccc2nc(N(CCN(C)C)C(=O)CCS(=O)(=O)c3ccc(F)cc3)sc2c1
    3 | -4 | -8
48	O=C(NCc1ccc(N2CCCCCC2)nc1)C12CC3CC(CC(C3)C1)C2
    -5 | nt | -6
49	COc1ccc(OCc2nc(CSc3c(C)cccc3C)cs2)cc1
    -6 | 0 | -5
50	CCc1ccc(NC(=O)CN(Cc2ccccn2)S(C)(=O)=O)cc1
    nt | 3 | -8
51	CCn1c(-c2ccc(Cl)cc2)nn(CN2CCc3sccc3C2)c1=S
    -8 | 11 | -8
52	CC(C)(C)S(=O)(=O)c1ccc(N2CCN(c3ccccc3)CC2)nn1
    -6 | -1 | -4
53	COc1cc(C(=O)N2CCN(c3ccc(-n4cccn4)nn3)CC2)cc(OC)c1OC
    nt | 20 | 3
54	CNC(=O)c1ccc(-n2cccc2)cc1
    nt | 11 | -5
55	O=C(Cn1cnc([N+](=O)[O-])n1)N1CCOCC1
    -6 | 6 | -5
56	Cc1ccc(-n2cnnc2SCC(=O)N2CCCC(C)C2)cc1Cl (stereo not given)
    nt | 1 | -10
57	Cn1ccccc1=N
    nt | -8 | -3
58	CC(NC(=O)COc1cccc(Br)c1)c1ccc(-n2ccnc2)cc1 (stereo not given)
    nt | -1 | -8
59	CC1=CCC=CC1C(=O)NC1CCc2[nH]c3cc(C)cc(C)c3c2C1 (stereo not given)
    -7 | 27 | -2
60	CCn1nnc2c(SCc3ccc(Cl)cc3Cl)ncnc21
    nt | 2 | -7

Structural class, the compounds so far with a nitro group on carbon (3)
The line under a structure holds: mcGAS inh | NPYLR7 ag | hcGAS inh
1	CCCCOC(=O)C1=C(C)N(C)C(=O)NC1c1ccc([N+](=O)[O-])cc1 (stereo not given)
    nt | 4 | -1
12	Cc1[nH]c(=O)sc1C(=O)NCc1cccc([N+](=O)[O-])c1
    nt | 10 | -6
55	O=C(Cn1cnc([N+](=O)[O-])n1)N1CCOCC1
    -6 | 6 | -5

Next part.
The line under a structure holds: mcGAS inh | NPYLR7 ag | hcGAS inh
61	O=C(Nc1cccc(F)c1)C1CCCN(C(=O)c2ccco2)C1 (stereo not given)
    nt | 1 | -3
62	CC(C)Cc1nc(N2CCCN(C(=O)NC(C)(C)C)CC2)c2c(-c3cccc(C(F)(F)F)c3)noc2n1
    -4 | 4 | -4
63	Cc1cccc(C)c1NC(=O)c1ccccc1NC(=O)C(C)n1ccnc1C (stereo not given)
    nt | 4 | -5
64	Cc1nccc(-c2cccc(NC(=O)c3cccnc3Nc3cccc(Cl)c3)c2)n1
    nt | -16 | -2
65	O=C(O)Cn1ccc2c(cnc3ccnn32)c1=O
    nt | 3 | -7
66	Cc1nc2ccccc2n1C(C(=O)O)C(C)C (stereo not given)
    nt | 1 | -12
67	C=CCn1c(SCc2ccc(C(=O)Nc3ccc(OC)cc3)cc2)nnc1-c1ccc(C)cc1
    -5 | 6 | -4
68	C=CCN1C(=S)N(c2ccc(Br)cc2)C2CS(=O)(=O)CC21 (stereo not given)
    nt | 4 | 2
69	O=C(c1cccnc1N1CCN(Cc2ccoc2)CC1)N1CCCCC1
    nt | 13 | -5
70	Cc1c(Cl)ccc2sc(N(CCCN(C)C)C(=O)c3ccn(C)n3)nc12
    -3 | nt | -4
71	CC(C)(C)C1CCN(c2ncnc(Oc3ccc(F)cc3)c2N)CC1
    nt | 23 | -9
72	Cc1cc(OC(=O)c2ccc(-c3ccccc3)cc2)c([N+](=O)[O-])c(=O)[nH]1
    -1 | -4 | -3
73	CCC(C)N(Cc1csc(COc2ccccc2OC)n1)C(=O)Nc1ccc(C)cc1 (stereo not given)
    -10 | -7 | -8
74	CC(=O)Nc1cc(C(=O)N2CCC(c3ccc(F)cc3)C2)c2c(c1)nc(C)n2Cc1ccccc1 (stereo not given)
    -14 | 16 | -13
75	Cc1cn2c3c(=O)n(Cc4c(F)cccc4Cl)c(=O)n(C)c3nc2n1CCOCCO
    nt | 33 | -3
76	CC(C)(C)n1ccc(C(=O)N2CCCC(CCc3ccc(F)cc3)C2)c1 (stereo not given)
    -1 | -4 | 0
77	CC(C)(C)c1nc(COc2cccc3c2CCCC3O)no1 (stereo not given)
    2 | -1 | 6
78	O=C(CSc1nc(=O)n(Cc2ccco2)c2c1CCC2)Nc1cccc2ccccc12
    -8 | -3 | -6
79	O=C(CCNc1ccc(C(F)(F)F)cc1[N+](=O)[O-])N1CCOCC1
    -8 | -6 | -4
80	CCC1=[N+]([O-])C(C)(C(C)=O)N(O)C1(C)C (stereo not given)
    nt | -11 | 0
81	Cc1ccc(-n2c(Cc3ccccc3)nnc2SCCCCC(=O)N2CCN(C(=O)c3ccc(C(C)(C)C)cc3)C(C)C2)cc1 (stereo not given)
    -3 | -8 | -4
82	CC1(C)CN(CC(=O)NCC(=O)N2CCCC2)c2cccc(Cl)c21
    nt | -5 | -8
83	CN1CCN(c2c(S(=O)(=O)c3ccccc3)cnc3ccccc23)CC1
    3 | 2 | 8
84	CC(C)(C)NC(=O)COC(=O)c1cccc(O)c1
    nt | 5 | -7
85	CCCNC(=O)N(Cc1ccco1)Cc1nccn1Cc1cccc(F)c1
    -6 | -1 | -4
86	CC1Oc2ccc(Nc3ncnc4c3cnn4C)cc2NC1=O (stereo not given)
    -17 | 8 | -3
87	O=C1OC(c2ccc(Br)o2)=N/C1=C/C=C/c1ccccc1
    nt | 0 | -3
88	O=C(O)Cc1csc(-c2ccc(Cl)cc2)n1
    nt | -18 | 0
89	C=CCOc1ccc(C2C3=C(CC(C)(C)CC3=O)OC(=N)C2C#N)cc1 (stereo not given)
    -4 | -8 | -3
90	CN(C)c1ccc(Cl)cc1N
    nt | -3 | 1
91	O=S(=O)(c1ccc(N2CCN(Cc3ccc(Cl)s3)CC2)nc1)N1CCCC1
    nt | 9 | -7
92	CNC(C)c1ccc(Sc2ccc(C(C)C)cc2)c(F)c1 (stereo not given)
    -16 | 2 | -5
93	N#Cc1cccc(C(=O)OC2(C3CC3)CC2)c1
    nt | 6 | -1
94	CCn1cnnc1CCNc1nc(C)nc2c1cnn2C
    nt | 23 | -6
95	Cc1ccc(-n2nc(C(=O)N3CCOCC3)c(=O)n(Cc3ccc(C(F)(F)F)cc3)c2=O)cc1Cl
    -7 | 13 | -8
96	Cc1ccccc1CN1CCC(CN(Cc2cccnc2)C(=O)C2=CCCC2)CC1
    -7 | 16 | -2
97	Cc1nc2ccccn2c(=O)c1NC(=O)NC1CCCCC1
    -7 | -4 | -6
98	Nc1ncnc(Sc2ccc(Cl)cc2)c1[N+](=O)[O-]
    nt | -2 | -8
99	CN(C)CCN(C(=O)c1ccc(F)cc1)c1nc2c(F)cc(F)cc2s1
    -7 | -3 | -6
100	Cc1cc(C(=O)Nc2cc(CN3CCSCC3)ccc2C)on1
    nt | -3 | -11
101	O=C(NC1CC(=O)N(CCc2ccccc2)C1)c1ccc(-c2ncn[nH]2)cc1 (stereo not given)
    nt | 2 | -5
102	O=S(=O)(c1ccc(NC2CCN(C3CC3)CC2)cc1)C(F)(F)F
    nt | 7 | -3
103	CCN1CCCC1CN(CC1CCN(CCOC)CC1)C(=O)c1oc(C)cc1C (stereo not given)
    nt | -8 | 4
104	CCCCNC1CCS(=O)(=O)C1 (stereo not given)
    nt | 6 | -8
105	CCN(CC)c1ncccc1CNC(=O)c1cnccn1
    nt | 9 | -6
106	Fc1ccccc1C1CC(c2ccncc2)=Nc2nc(C(F)(F)F)nn21 (stereo not given)
    nt | 1 | -12
107	CCOP(=O)(Cc1ccc(NC(=O)C2CC2(c2ccccc2)c2ccccc2)cc1)OCC (stereo not given)
    -5 | -7 | -9
108	COc1ccc(C2CC(=O)NCCN2Cc2cn(C)c3ccccc23)cc1 (stereo not given)
    nt | -3 | 0
109	O=C(O)COc1c(Cl)cc(/C=C2\C(=O)NC(=S)N(c3ccccc3)C2=O)cc1Cl
    3 | -11 | -4
110	CCOC(=O)C1(Cc2cccc(OC)c2)CCN(Cc2cnc(N(C)C)s2)CC1
    -4 | 3&-7 | -9&-4
111	CCc1nc2ccc(C(=O)NCc3ccccc3OC)cn2c1N(CCN(C)C)CC1CC1
    -3 | -6 | -5
112	O=C(c1ccc(N2CCC(NCC3C4CC5CC(C4)CC3C5)CC2)cc1)N1CCOCC1 (stereo not given)
    -14 | 3 | -7
113	COCCN(Cc1nc2ccccc2o1)C(=O)c1ccc(F)cc1
    -7 | 1 | -5
